TDP1 cell CPT = qHTS for Inhibitors of human tyrosyl-DNA phosphodiesterase 1 (TDP1): qHTS in cells in presence of CPT; chicken DT40 Tdp1-/-;hTDP1 cells + 20 nM CPT, ATP luminescence, 48 h; Potency, µM (top dose mostly 46.2 µM), for the others: at the highest dose activity change, negative = growth inhibition, most hits filed as inhibitors; 420,000 compounds, 12% hits; note: nearly all actives have a fitted effect of over 55% in size
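Chicken DT40 Tdp1-/- cells stably complemented with human TDP1 were seeded at 400 cells/well in medium containing 20 nM camptothecin, exposed to pin-transferred compounds, and grown at 37 °C for at least 48 hr. Viability was read as ATP luminescence.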
GCN5L2 inh = qHTS Assay for Inhibitors of GCN5L2 | Histone acetyltransferase KAT2A (Homo sapiens), Q92830 | 390,000 compounds, 0.21% hits | GCN5L2 HAT assay, ThioGlo1 CoA-SH fluorescence | Potency, µM (top dose mostly 58.9 µM), for inactives: top-dose activity change, negative = inhibition, usual class: inhibitors
Target sequence (Q92830 whole entry, looked up): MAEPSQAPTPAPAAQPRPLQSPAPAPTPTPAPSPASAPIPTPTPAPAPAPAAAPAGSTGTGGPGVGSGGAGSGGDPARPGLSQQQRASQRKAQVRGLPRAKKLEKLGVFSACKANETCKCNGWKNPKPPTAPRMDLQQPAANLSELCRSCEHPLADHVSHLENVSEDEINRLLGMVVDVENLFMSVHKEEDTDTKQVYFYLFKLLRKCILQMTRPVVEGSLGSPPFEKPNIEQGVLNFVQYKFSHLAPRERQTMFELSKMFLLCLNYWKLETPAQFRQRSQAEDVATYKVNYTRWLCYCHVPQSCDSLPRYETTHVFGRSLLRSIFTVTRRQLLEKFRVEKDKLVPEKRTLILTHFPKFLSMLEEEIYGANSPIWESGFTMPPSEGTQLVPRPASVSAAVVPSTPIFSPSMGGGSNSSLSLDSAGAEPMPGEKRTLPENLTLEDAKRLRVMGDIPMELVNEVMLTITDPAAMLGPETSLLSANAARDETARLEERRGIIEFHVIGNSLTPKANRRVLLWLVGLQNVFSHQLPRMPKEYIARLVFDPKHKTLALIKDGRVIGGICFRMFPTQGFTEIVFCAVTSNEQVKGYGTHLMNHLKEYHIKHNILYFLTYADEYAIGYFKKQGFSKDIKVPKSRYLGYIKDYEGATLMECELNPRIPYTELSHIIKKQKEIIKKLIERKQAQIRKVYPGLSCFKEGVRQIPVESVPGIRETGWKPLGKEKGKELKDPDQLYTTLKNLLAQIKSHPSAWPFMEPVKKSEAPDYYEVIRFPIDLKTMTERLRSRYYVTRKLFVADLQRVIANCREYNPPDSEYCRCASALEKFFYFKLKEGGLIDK
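Fluorescence readout, Ex340nm/Em540nm: ThioGlo1 (50uM final) reacts with free CoA thiol released as 20nM GCN5L2 acetylates H3(1-25) peptide (75uM) using acetyl-CoA (70uM). Compound and enzyme sat 15 min beforehand; 20 min room-temperature reaction.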
DT40 TDP1 no CPT = qHTS for Inhibitors of human tyrosyl-DNA phosphodiesterase 1 (TDP1): qHTS in cells in absence of CPT; DT40 Tdp1-/- hTDP1 cells, no CPT, ATP luminescence, 48 h; Potency, µM (series often up to 46.2 µM), without a hit: at the top dose activity change, negative = growth inhibition, hits mostly inhibitors; 420,000 compounds, 15% hits; AID 686978, 2013; note: nearly all actives have a fitted effect of over 55% in size
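Stably hTDP1-transfected Tdp1-null chicken DT40 cells were treated with library compounds minus camptothecin and grown for at least 48 hr at 37 °C, after which cellular ATP was quantified by luminescence.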
Numbers without * were called inactive; u = inconclusive; x = no result given; [ ] = another dose, or the depositor's remark. Calls come from the whole dose curve; as a rule, active = well fitted curve in the direction sought with a large enough effect; inconclusive = small, poorly fitted or top-dose-only effect, or another doubt; inactive = no such curve, though single readings can be large; an effect the other way counts as inactive or inconclusive. % is set by controls: 0 for no effect and ±100 for the full control effect; potency is the fitted concentration of half-maximal effect.

entry | structure | DT40 TDP1 no CPT | GCN5L2 inh | TDP1 cell CPT
1 | NC(=O)C1CCCN(C(=O)CCC(=O)c2cccs2)C1 (stereo unspecified) | 8.9% | 0.6% | 12.1%
2 | CC(C)(C)C(=O)NC1CC2CCCC(C1)N2C(=O)Nc1ccc(Cl)cc1 (stereo unspecified) | -18.1% | -25.6% | 2.1%
3 | Cc1cc(C)nc(SCC(=O)N2CCCCC2)n1 | -16.2% | -1.2% | 7.7%
4 | Cc1ccc(-n2cnn(-c3ccc([N+](=O)[O-])cc3[N+](=O)[O-])c2=O)cc1 | u | 11.0% | u
5 | O=C(NCC1CCCO1)C1CCN(S(=O)(=O)c2cccc3nonc23)CC1 (stereo unspecified) | -4.2% | 0.8% | -2.3%
6 | COCCNC(=S)N(CCc1c(C)[nH]c2ccc(F)cc12)Cc1cccs1 | 23.1µM* | -12.8% | u
7 | COc1ccccc1CNC(=O)C1CCN(S(=O)(=O)c2ccc3c(c2)NC(=O)CO3)CC1 | -22.5% | -9.5% | 4.2%
8 | CC(C)CC(CO)N1CCN(C(=O)c2ccc(Cl)c(Cl)c2)CCC1=O (stereo unspecified) | -6.4% | x | u
9 | Cc1ccc(CC2S/C(=C(/C#N)C(=O)NCc3ccco3)N(c3ccccc3)C2=O)cc1 (stereo unspecified) | 3.1% | 1.2% | -10.1%
10 | C=CCNC(C(=O)Nc1cccc(OC)c1)c1ccccc1 (stereo unspecified) | -18.0% | 0.5% | -2.7%
11 | COc1ccc(C2=NOC(C(=O)Nc3ccc(C)cc3)C2)cc1OC (stereo unspecified) | -29.7% | -4.7%[0.501 µM] | -24.0%
12 | CN(C)CCCn1c(NC(=O)C2CCCCC2)nc2ccccc21 | -15.1% | -15.3% | u
13 | CCN(CC)c1ccc(/C=N/N2CCOCC2)c(O)c1 | u | -4.9% | 0.6%
14 | COc1cccc(C(=O)NC23CC4CC(CC(C4)C2)C3)c1 | -20.5% | 2.9% | -18.5%
15 | O=C(O)c1ccccc1C(=O)NCc1ccc2c(c1)OCO2 | -2.8% | -1.4% | -3.0%
16 | O=C(N/N=C/c1ccc(OC(F)F)cc1OC(F)F)c1ccc(Br)cc1 | 20.6% | -10.7% | -10.3%
17 | O=C(Nc1nccs1)[C@@H]1CCCN1S(=O)(=O)c1ccc(Cl)cc1 | u | 0.5% | 3.1%
18 | COc1ccccc1CNC(=O)c1sccc1-c1ccccc1 | u | -6.1% | 0.7%
19 | Clc1ccc(OCc2nn3c(-c4ccco4)nnc3s2)cc1 | 18.4µM* | -9.0% | u
20 | CCn1cc(CN2CCC(n3nccc3NC(=O)c3cccc(F)c3)CC2)c(C)n1 | 1.2% | -2.1% | -0.8%
21 | COc1ccc(CCNC(=O)c2cnc(Cl)c(Cl)c2)cc1 | u | u | 5.2%
22 | Cc1ccc(C(=O)NNC(=O)CNc2cccc(Cl)c2)cc1 | 16.8% | -6.8% | 6.3%
23 | Cc1ccc(S(=O)(=O)c2cc3c(=O)n4ccccc4nc3n(C)c2=N)cc1 | u | -7.1% | -11.6%
24 | CCCC(=O)Nc1cc(-c2nc3cccnc3s2)ccc1C | -24.2% | -23.6% | -9.2%
25 | CC(=O)NC(CCCN1C(=O)c2ccccc2C1=O)c1nnn(C)n1 (stereo unspecified) | 2.2% | 1.8% | 0.4%
26 | CC(C)CCNC(=O)C1CCN(S(=O)(=O)c2ccc3nc4c(c(C(=O)O)c3c2)CCCCC4)CC1 | 4.8% | 0.6% | 1.6%
27 | CCc1ccccc1-n1ncc(C(=O)Nc2ccccc2OC)c1C | -4.8% | 1.0% | -7.6%
28 | COc1cccc(OC)c1OCCOCCn1cnc2ccccc2c1=O | -1.3% | 2.0% | u
29 | Cc1ccc(NC(=O)N2CCCn3c(SCC(=O)c4ccccc4)nnc32)cc1 | -28.0% | -2.6% | -7.1%
30 | COc1ccc(NC(=O)C(c2ccc(C)cc2)N(C)C(=O)c2cnccn2)cc1 (stereo unspecified) | -9.5% | -6.3% | -6.0%
31 | CC1CCCCN1C(=O)Nc1ccccc1Cl (stereo unspecified) | -15.4% | -6.6% | -9.0%
32 | COc1ccc(-c2csc3ncn(-c4cccc(C)c4)c(=O)c23)cc1OC | u | -14.2% | u
33 | CCCCn1nc2cc(C(=O)NCC3CC3)ccc2c1OCC | -10.7% | u | u
34 | COc1ccc(CSc2nnc(NC(C)=O)s2)cc1[N+](=O)[O-] | -10.8% | -2.5% | -0.8%
35 | COc1ccc2nc(SCC(=O)Nc3ccccc3C)[nH]c2c1 | -24.3% | -8.6% | -24.4%
36 | CCOC(=O)c1c(C)[nH]sc1=S | -27.2% | u | -10.8%
37 | c1coc(-c2cc3nc(NC4CCCCC4)ccn3n2)c1 | 20.6µM* | x | u
38 | CC1=NN(C(=O)c2ccccc2Br)C(O)(c2cccnc2)C1 (stereo unspecified) | -6.6% | -10.4% | 5.1%
39 | Cc1ccc(Cn2c(CN(C)Cc3ccccc3)nc3c2c(=O)n(C)c(=O)n3C)cc1 | u | -10.1% | u
40 | Cc1ccc(-c2c[n+](CC(=O)OCc3ccccc3)c3n2CCC3)cc1 | -26.9% | -3.4% | -16.7%
41 | COc1ccc(C2CC2/C(=N/O)c2ccccn2)cc1 (stereo unspecified) | u | -4.4% | 13µM*
42 | Cc1ccc(S(=O)(=O)N/N=C\c2cc3c(cc2Br)OCO3)cc1 | u | -6.2% | u
43 | COc1ccc(C(=O)COC(=O)c2cccs2)cc1 | u | -2.5% | -23.0%
44 | Cc1sc2ncnc(N3CCC(C(=O)NNC(=O)COc4ccccc4Cl)CC3)c2c1C | u | -15.8% | u
45 | CNS(=O)(=O)c1cccc(C(=O)OCC(=O)Nc2ccc(Cl)cc2F)c1 | 3.4% | -2.5% | -7.4%
46 | Cc1csc(NC(=O)c2cc(=O)[nH]c3ccccc23)n1 | u | 0.2% | u
47 | CCOc1ccccc1CN1CCCC(CNS(=O)(=O)c2ccc(OC)cc2)C1 (stereo unspecified) | u | u | u
48 | COc1ccc(C2/C(=C(/O)c3ccc(Br)cc3)C(=O)C(=O)N2C)cc1 (stereo unspecified) | -2.0% | -14.6% | 14.5%

Some of the entries so far, with two lines to a compound:
Below each SMILES: DT40 TDP1 no CPT | GCN5L2 inh | TDP1 cell CPT
33	CCCCn1nc2cc(C(=O)NCC3CC3)ccc2c1OCC
    -10.7% | u | u
34	COc1ccc(CSc2nnc(NC(C)=O)s2)cc1[N+](=O)[O-]
    -10.8% | -2.5% | -0.8%
35	COc1ccc2nc(SCC(=O)Nc3ccccc3C)[nH]c2c1
    -24.3% | -8.6% | -24.4%
36	CCOC(=O)c1c(C)[nH]sc1=S
    -27.2% | u | -10.8%

Remaining list, next part
entry | structure | DT40 TDP1 no CPT | GCN5L2 inh | TDP1 cell CPT
49 | O=C(Nc1ccc(-c2cc(C(F)(F)F)nn2-c2ccccc2)cc1)c1cccc(F)c1 | 5.17µM* | -4.2% | u
50 | O=C(Cn1cnc2c(nnn2Cc2ccc(F)cc2)c1=O)Nc1cccc(F)c1 | u | -19.7% | u
51 | O=C(Nc1ccc(N2CCOCC2)nc1)c1ccc(Cl)cc1 | -9.0% | -5.0% | -28.6%
52 | COc1cccc(NC(=O)CN(C)C(=O)c2ccc(N3CCOCC3)c([N+](=O)[O-])c2)c1 | -4.2% | -2.3% | -1.6%
53 | COc1ccc(NCC(=O)N/N=C/c2ccc3c(c2)OCCO3)cc1 | -18.7% | -2.0% | u
54 | CCC(C(=O)Nc1ccc(F)cc1F)n1nc(-c2ccccc2)c2c(c1=O)CCCC2 (stereo unspecified) | u | -5.7% | u
55 | O=S(=O)(c1cccc(Cl)c1)N1CCC(c2nc3ccccc3[nH]2)CC1 | 18.4µM* | -7.6% | 20.6µM*
56 | CC(C)(C)c1cc(C(=O)NNC(=O)c2ccc(C(F)(F)F)cc2)no1 | -27.9% | 2.8% | -11.1%
57 | CCOC(=O)C1=NNC2C(=O)N(CC)C(=O)C12 (stereo unspecified) | 0.6% | -0.4% | 0.3%
58 | O=C(OCc1ccccc1)/C(=C(\O)c1ccccc1Br)c1ccc(-c2ccccc2)cn1 | u | -15.4% | -14.2%
59 | O=C(C1=C[C@H](c2ccc(C(F)(F)F)cc2)C[C@H](OCc2ccc(CO)cc2)O1)N1CCN(Cc2ccc3c(c2)OCO3)CC1 | u | -7.5% | u
60 | CCCCC/C(C=O)=C\c1ccccc1 | 3.8% | x | -7.4%

5 entries from above, with two lines to a compound:
Each structure is followed by: DT40 TDP1 no CPT, GCN5L2 inh, TDP1 cell CPT
51. O=C(Nc1ccc(N2CCOCC2)nc1)c1ccc(Cl)cc1
    -9.0%, -5.0%, -28.6%
52. COc1cccc(NC(=O)CN(C)C(=O)c2ccc(N3CCOCC3)c([N+](=O)[O-])c2)c1
    -4.2%, -2.3%, -1.6%
53. COc1ccc(NCC(=O)N/N=C/c2ccc3c(c2)OCCO3)cc1
    -18.7%, -2.0%, u
54. CCC(C(=O)Nc1ccc(F)cc1F)n1nc(-c2ccccc2)c2c(c1=O)CCCC2 (stereo unspecified)
    u, -5.7%, u
55. O=S(=O)(c1cccc(Cl)c1)N1CCC(c2nc3ccccc3[nH]2)CC1
    18.4µM*, -7.6%, 20.6µM*

New compounds follow
entry | structure | DT40 TDP1 no CPT | GCN5L2 inh | TDP1 cell CPT
61 | Oc1ccc(CN2CCN(Cc3ccccc3)CC2)c2cccnc12 | u | -2.3% | 20.6µM*
62 | COc1ccccc1NC(=O)C1=C(C)Nc2nc(-c3cccnc3)nn2C1c1ccccn1 (stereo unspecified) | -22.8% | x | u
63 | O=C(Cc1ccccc1)NCC(=O)OCC(=O)c1ccc(OC(=O)c2ccccc2)cc1 | -13.0% | -6.6% | -4.0%
64 | COc1ccc(OC)c(-c2noc(CSc3nnc(Cc4ccccc4)n3-c3cccc(C)c3)n2)c1 | 23.1µM* | -12.6% | 18.4µM*
65 | N#Cc1cccc(-n2c(-c3ccccc3)nnc2-c2ccccc2)c1C#N | u | -14.2% | u
66 | CS(=O)(=O)c1ccc(Cl)c(NC(=O)COC(=O)CNC(=O)c2ccc3ccccc3c2)c1 | -6.8% | 0.5% | u
67 | COc1ccc(Cl)cc1NC(=O)c1c(C(=O)Nc2cccc(C)c2C)sc2nc(C)cc(=O)n12 | 20.6µM* | -2.9% | u
68 | Cc1cccc(OC(=O)CSc2nnc(CNC(=O)c3ccccc3)o2)c1C | -7.7% | -6.7% | -10.5%
69 | COc1ccc(CNC(=O)CN2C(=O)NC3(CCCc4sccc43)C2=O)cc1 (stereo unspecified) | -2.2% | -0.1% | 6.2%
70 | CN(C)CCNC(=O)CN1C(=O)CSc2ccc(S(=O)(=O)N3CCCCC3)cc21 | 7.7% | -1.4% | -3.7%
71 | c1ccc(Cn2c(NCc3ccco3)nc3ccccc32)cc1 | 18.4µM* | -0.3% | u
72 | CCOc1cc(N2CCOCC2)c(OCC)cc1NC(=O)CN1C(=O)NC(CC(C)C)C1=O (stereo unspecified) | -11.9% | -11.7% | -9.1%

Complete entries, looked up by structure.
Shown for Cc1cccc(OC(=O)CSc2nnc(CNC(=O)c3ccccc3)o2)c1C : DT40 TDP1 no CPT = -7.7%; GCN5L2 inh = -6.7%; TDP1 cell CPT = -10.5%
Shown for O=C(Cc1ccccc1)NCC(=O)OCC(=O)c1ccc(OC(=O)c2ccccc2)cc1 : DT40 TDP1 no CPT = -13.0%; GCN5L2 inh = -6.6%; TDP1 cell CPT = -4.0%

Continued.
entry | structure | DT40 TDP1 no CPT | GCN5L2 inh | TDP1 cell CPT
73 | Cc1cnc(NC(=O)CSc2nnc(CNc3ccc(F)cc3)n2CC2CCCO2)s1 (stereo unspecified) | -15.9% | 17.8% | -14.7%
74 | COc1cccc2[nH]c3c(N4CCC5(CC4)OCCO5)ncnc3c12 | 23.1µM* | -7.0% | u
75 | O=C(O)/C=C/C(=O)Nc1ccc(C2(c3ccc(NC(=O)/C=C/C(=O)O)cc3)c3ccccc3-c3ccccc32)cc1 | -13.5% | -20.5% | -1.7%
76 | COc1cccc(Cn2c(=O)c(-c3ccc(F)c(F)c3)nc3cncnc32)c1 | u | -21.1% | -24.0%
